# TR SRC2 fluor cs = counter-screen for TRb-SRC2 inhibitors: fluorescence interference | TRb/SRC2 Texas Red total fluorescence interference | Potency, µM (top dose mostly 106 µM), without a hit: at the top dose fluorescence change, negative = quenching | 280,000 compounds, 0.29% hits; active = well fitted curve in either direction with a large enough effect; inconclusive = small, poorly fitted or top-dose-only effect
#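 Human TRβ ligand-binding domain (0.6 uM) and Texas Red SRC2 peptide (20 nM) in Tris buffer with 1 uM T3 and 5% DMSO were incubated with pinned compound for 5 hr at ambient temperature. Total fluorescence was computed as S + 2P (555/632 nm).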
# GAA glycogen mod = alters human alpha-glucosidase cleavage of glycogen | Potency, µM (titrated, usually from 76.4 µM), for inactives: at the top dose activity change, negative = inhibition, hits mostly inhibitors | P10253 | recombinant GAA, glycogen substrate, Amplex Red glucose oxidase fluorescence | 300,000 compounds, 0.38% hits | AID 2100;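 note: 0% = full enzyme reaction and -100% = no-enzyme basal signal; the screen sought inhibitors and activators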
#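 Natural-substrate format: glycogen cleavage by 4 nM human enzyme, glucose read by Amplex Red coupling (Ex 573, Em 610 nm). Normalized to enzyme and no-enzyme controls.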
# GAA inh = alpha-glucosidase (human) inhibition | P10253 | purified human GAA, 4-MU-alpha-glucoside fluorescence | 200,000 compounds, 0.005% hits | Potency, µM (series often up to 76.9 µM), without a hit: top-dose activity change, negative = inhibition, hits mostly inhibitors;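 note: plate controls were uninhibited enzyme wells for no effect and no-enzyme background for full effect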
#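 Enzyme (4 nM final) mixed with compound (up to 77 uM), then 4-MU-alpha-D-pyranoside (400 uM final) added; 20 min at room temperature, pH 5.0. Reaction stopped at pH 10, fluorescence read, AC50 derived by Hill fit.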
# TRb-SRC2 inh = disrupts binding of human TR beta to SRC2. TRbeta-SRC2 peptide binding, fluorescence polarization; receptor liganded with 1 µM T3. Potency, µM (highest dose often 106 µM), without a hit: top-dose activity change, negative = inhibition, usual class: inhibitors. 280,000 compounds, 0.065% hits. AID 1469;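 note: plate controls were bound peptide for no effect and peptide without receptor for full effect; nearly all actives have a fitted effect of over 50% in size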
# Target sequence (P10828 whole entry, looked up): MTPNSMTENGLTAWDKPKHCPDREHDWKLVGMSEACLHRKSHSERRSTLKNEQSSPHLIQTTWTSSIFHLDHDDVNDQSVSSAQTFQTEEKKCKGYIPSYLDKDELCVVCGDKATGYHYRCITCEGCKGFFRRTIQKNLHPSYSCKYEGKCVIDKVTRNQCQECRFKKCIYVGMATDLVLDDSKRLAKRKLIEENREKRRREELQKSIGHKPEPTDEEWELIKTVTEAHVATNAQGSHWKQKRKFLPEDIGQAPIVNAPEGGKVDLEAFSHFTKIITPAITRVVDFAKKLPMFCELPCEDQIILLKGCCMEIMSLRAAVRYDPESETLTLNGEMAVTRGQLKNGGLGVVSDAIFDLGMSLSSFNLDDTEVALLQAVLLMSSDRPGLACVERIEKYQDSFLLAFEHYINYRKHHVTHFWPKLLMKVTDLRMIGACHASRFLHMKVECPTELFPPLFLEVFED
#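 Fluorescence polarization of 20 nM Texas Red SRC2 peptide (20-aa NR interaction domain) bound to 0.6 uM human TRb ligand-binding domain, with 1 uM T3, after 5 hr at ambient temperature; inhibition seen as decreased polarization.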
# RGS12 GoLoco inh = inhibitors of human Gai1-RGS12 GoLoco interaction (red fluorophore) | 230,000 compounds, 0.44% hits | Potency, µM (highest dose often 61.6 µM), for the others: at the top dose activity, negative = inhibition, hits mostly inhibitors | Gai1:RGS12 GoLoco peptide FP, rhodamine, 10 min; active = well fitted inhibition curve with a large enough effect, not every such curve was filed as active; inactive = no such curve, though single readings can be large or run the other way; note: nearly all actives have a fitted effect of over 30% in size; many of its hits are not listed in these tables
# aGlu spleen mod = inhibitors or activators of human alpha-glucosidase in spleen homogenate; P10253; Potency, µM (doses to about 79.9 µM), without a hit: at the highest dose activity change, negative = inhibition, hits mostly inhibitors; 240,000 compounds, 0.006% hits; human spleen homogenate, 4-MU-alpha-glucoside fluorescence; AID 2112;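 note: 0% = enzyme with vehicle and -100% = no enzyme basal signal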
#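 AC50 values come from Hill-equation fits of concentration-response data, normalized to no-enzyme and full-activity controls. Enzyme source: 1 ug human spleen homogenate; 1 mM fluorogenic 4-MU glucoside, pH 5.0 citrate buffer, 37 C, 40 min.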
# L3MBTL1 block = L3MBTL1 (human) inhibition; 230,000 compounds, 0.66% hits; Potency, µM (titrated, usually from 57.1 µM), inactives show at the top dose activity, negative = inhibition, actives largely listed as inhibitors; Q9Y468; AlphaScreen L3MBTL1–H3K9me1 peptide binding; AID 485360; note: nearly all actives have a fitted effect of over 60% in size
#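 L3MBTL1 (50 nM) pre-complexed 30 min with biotinylated H3(1-15)K9me1 peptide (75 nM), then compounds added for 30 min at room temperature; AlphaScreen streptavidin donor/nickel chelate acceptor beads (10 ug/mL final) read after 30 min dark incubation.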
# RECQ1 helicase = RECQ1 (human) helicase inhibition | P46063 | Potency, µM (top dose mostly 57.3 µM), inactives show top-dose activity, negative = inhibition, usual class: inhibitors | RECQ1 DNA unwinding, red fluorescence kinetic read | 240,000 compounds, 0.54% hits | AID 2549;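 note: plate controls were vehicle for no effect and no enzyme for full effect; nearly all actives have a fitted effect of over 30% in size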
# Target sequence (P46063 whole entry, looked up): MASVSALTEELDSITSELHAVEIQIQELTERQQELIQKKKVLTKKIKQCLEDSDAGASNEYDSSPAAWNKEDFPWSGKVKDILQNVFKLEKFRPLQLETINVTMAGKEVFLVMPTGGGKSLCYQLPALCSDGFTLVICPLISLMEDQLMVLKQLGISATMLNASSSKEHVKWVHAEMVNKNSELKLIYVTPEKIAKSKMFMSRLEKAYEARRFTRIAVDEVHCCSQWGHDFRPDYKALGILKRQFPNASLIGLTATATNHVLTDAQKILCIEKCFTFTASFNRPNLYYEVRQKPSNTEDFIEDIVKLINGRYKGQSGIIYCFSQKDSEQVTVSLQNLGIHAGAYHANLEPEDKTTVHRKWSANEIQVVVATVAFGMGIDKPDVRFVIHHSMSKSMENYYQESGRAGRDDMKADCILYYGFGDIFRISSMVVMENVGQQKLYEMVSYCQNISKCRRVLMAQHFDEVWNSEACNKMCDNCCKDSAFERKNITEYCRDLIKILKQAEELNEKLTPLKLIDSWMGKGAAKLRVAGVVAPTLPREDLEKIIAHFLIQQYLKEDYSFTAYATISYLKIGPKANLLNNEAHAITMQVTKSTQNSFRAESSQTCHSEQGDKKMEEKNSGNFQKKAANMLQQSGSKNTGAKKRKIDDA
#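 50 nM RECQ1T1 preincubated 15 min with compound in Tris pH 8.0 buffer with MgCl2, DTT, Tween-20 and 2.5 ug/ml poly(dI-dC); started with 200 nM TAMRA/BHQ-2 forked duplex and 2 mM ATP. Unwinding read as fluorescence (525/598 nm), two reads 2 h apart.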
# * marks the source's active call; other numbers are inactive results; i = inactive; ? = inconclusive; . = no result given; & = joins results of further samples; [ ] = dose if it differs, or a comment. Unless noted, calls come from the whole dose curve; as a rule, active = well fitted curve in the direction sought with a large enough effect; inconclusive = small, poorly fitted or top-dose-only effect, or another doubt; inactive = no such curve, though single readings can be large; an effect the other way counts as inactive or inconclusive. Unless noted, % is set by controls: 0 for no effect and ±100 for the full control effect; potency is the fitted concentration of half-maximal effect.
Molecule | GAA inh | RGS12 GoLoco inh | RECQ1 helicase | TR SRC2 fluor cs | aGlu spleen mod | TRb-SRC2 inh | L3MBTL1 block | GAA glycogen mod
COC(=O)c1sc(-c2ccccc2)cc1NC(=O)c1ccc(F)cc1 | -4% | 5% | -6% | -3% | 4% | -4% | 5% | -3%
CCOC(=O)c1c(C)c(C(=O)NC2CCCCC2)c(C)n1CC | 2% | 1% | ? | 1% | -4% | 1% | 5% | -1%
CCCCCn1c(SCc2ccncc2)nc2cc(C(=O)NCc3ccco3)ccc2c1=O | -4% | 19% | -3% | -2% | -6% | -3% | -10% | -21%
CC1=C(C(=O)OCc2ccccc2)C(c2ccc([N+](=O)[O-])cc2)NC(=O)N1CCCCCC(=O)O (centres undefined) | 2% | 5%&-9% | -11%&-7% | -2%&-2% | 1%&-9% | 0%&5% | 5% | 5%
CN(C/C(O)=C(\C#N)c1ccccc1)C1CCCCC1 | -6% | -4% | -10% | 5% | 0% | -14% | -4% | -4%
O=C(/C=C/c1ccc([N+](=O)[O-])cc1)c1cccnc1 | -8% | -4% | -5% | -11% | -2% | 4% | 1% | 13%
COc1ccc2cc3cc(C(=O)NCc4ccco4)oc3nc2c1 | ? | 6% | -16% | -4% | 21% | -1% | . | 6%
O=C1NC(=O)C2(COC(c3ccccc3Cl)OC2)S1 (centres undefined) | 2% | 3% | -3% | -3% | -4% | 8% | 11% | -8%
CN1CCN(C(=O)C2=C[C@@H](C3CCCCC3)C[C@@H](OCCCCO)O2)CC1 | . | -8% | 0% | 0% | 0% | -9% | -2% | 6%
C/C(N)=C(/C#N)C(=O)CSc1nc2ccccc2c(=O)n1-c1ccc(C)cc1 | -4% | 68%[activator] | 5% | -18% | 3% | -4% | -10% | -4%
O=C(NCc1n[nH]c(=S)n1-c1ccccc1)c1ccco1 | 0% | 2% | 1% | -2% | -6% | 0% | 0% | -2%
Cc1cc(=O)oc(C)c1C(=O)Nc1cnc2ccccc2c1 | ? | . | -5% | -1% | -6% | -5% | 1% | 16%
Cc1ncsc1C(=O)N1N=C2/C(=C/c3ccccc3)CCCC2C1c1ccccc1 (centres undefined) | -4% | 3% | -6% | -3% | 1% | -9% | -6% | 4%
COc1cc2nc(CN(C)Cc3ccc(OC)c(OC)c3OC)[nH]c(=O)c2cc1OC | -1% | 0% | 2% | -1% | -8% | 2% | 11% | 3%
Nc1ccc(Br)cc1-c1nc2ccccc2[nH]c1=O | -1% | 5% | -3% | -1% | 0% | 12% | -7% | -16%
CCC1CCCCN1S(=O)(=O)Cc1ccccc1Cl (centres undefined) | 0% | 29% | i | -4% | -3% | -5% | -4%[11.4 µM] | 22%
C=CCOc1cccc(CNn2nnnc2N)c1 | -1% | 8% | 14% | 0% | 4% | -2% | 8% | 2%
CNC(=S)N(CCc1ccc(OC)c(OC)c1)C1CC(=O)N(c2ccccc2)C1=O (centres undefined) | . | -20% | -4% | -3% | 12% | -2% | -26% | ?
COc1ccc(C)cc1NC(=O)C(C)N(c1ccc(C)cc1)S(C)(=O)=O (centres undefined) | -5% | . | i | 6% | 7% | -3% | -5% | 4%
O=C(NNc1ccc(C2CCCCC2)cc1)C(O)(c1ccccc1)c1cccs1 (centres undefined) | -14% | 4% | ? | 1% | -15% | -17% | -1% | 20µM*
Cc1ccccc1CNc1ncnc2c1ncn2C1OC(CO)C(O)C1O (centres undefined) | . | -1% | -7% | 0% | 6% | 3% | . | .
CC(=O)Nc1cc(-c2ccccc2)ccc1O | -6% | -31% | -10% | -8% | -7% | -4% | 29% | -26%
O=C(CN1CCN(S(=O)(=O)/C=C/c2ccccc2)CC1)NC(=O)NCc1ccco1 | -1% | 8% | -18% | 0% | 1% | 3% | ? | -12%
C=CCn1c(SCC(=O)c2ccccc2)nnc1-c1ccc2c(c1)OCO2 | -3% | 7% | -16% | -3% | -13% | -5% | . | -2%
CC(=O)c1sc(N/N=C/c2ccc(C(C)C)cc2)nc1C | ? | 24% | -15% | -4% | -5% | -1% | 9% | ?
O=C1CCCc2c1cc(C(=O)NC1CCSC1=O)c(=O)n2-c1ccccc1 (centres undefined) | -5% | 19% | -5% | 3% | -6% | -17% | . | 9%
Cc1cccc2sc(N(CCCN(C)C)C(=O)c3cc4ccccc4oc3=O)nc12 | 2% | 13% | -7% | -6% | -3% | 1% | -22% | 9%
COCCNC(=O)c1cn(C)c2ccccc2c1=O | 3% | 7% | -3% | -3% | -1% | -7% | 9% | 5%
O=C(NCC1CCCO1)c1onc(CSc2cccc(Cl)c2)c1C(=O)O (centres undefined) | -15% | 6% | -8% | 0% | -2% | 0% | 4% | -14%
CC(C)C(c1nnnn1Cc1ccccc1)N1CCN(Cc2ccco2)CC1 (centres undefined) | -6% | -1% | -4% | -5% | 1% | 1% | 0% | 8%
Cc1ccccc1-c1nc(CN2CCC(C(=O)O)CC2)c(C)o1 | 1% | -9% | -9% | -1% | -2% | 1% | . | -7%
O=C(C(=O)N1CCN(c2cccc(Cl)c2)CC1)c1c[nH]c2ccccc12 | 1% | -4% | -3% | -2% | 7% | -2% | . | -9%
CC(C)=C1C2C=CC1C(C(=O)Nc1cccc(C)c1)C2C(=O)O (centres undefined) | ? | 6% | -5% | -4% | -3% | -5% | 3% | 0%
CC(C)(C)N/C=C(\C#N)S(=O)(=O)c1ccc(Br)cc1 | . | -24% | i | -3% | 2% | 3% | 1% | 4%
Cc1cccc(C(=O)Nc2nc(C)c(C(=O)Nc3ccc4c(c3)CCC4)s2)c1 | -6% | 9% | -9% | -4% | -4% | -2% | -1% | -3%
CCN(C(=O)CSc1ncnc2sc(C)c(C)c12)C1CCS(=O)(=O)C1 (centres undefined) | ? | 10% | i | -1% | -7% | -1% | ? | 7%
Cc1ccc(C(=O)N/C(=C\c2ccco2)C(=O)NC2CCS(=O)(=O)C2)cc1 (centres undefined) | . | 5% | -1% | 2% | 2% | -4% | 1% | -2%
CCOc1ccccc1Nc1nc(-c2sc(NC(=O)c3ccco3)nc2C)cs1 | -6% | 22% | -1% | 2% | -7% | 10% | -1% | -14%
CC(C)(C)[C@H]1C=C(C(=O)NC2CC2)O[C@@H](OCCCCO)C1 | . | 1% | -1% | 0% | 1% | 5% | -5% | -12%
CNC(=O)c1ccccc1-c1cn(C)c2ccccc2c1=O | 3% | 10% | -8% | 3% | 7% | 2% | 30%[activator] | 5%
Cn1c(=NC(=O)c2ccco2)sc2ccccc21 | -11% | 19% | 15% | -2% | 0% | 2% | 3% | 0%
O=c1[nH]c2ccccc2[nH]c1=O | . | 4% | 0% | -1% | 6% | -4% | 10% | 5%
COc1cccc2cc(C(=O)CC3(O)C(=O)N(Cc4ccccc4)c4ccccc43)c(=O)oc12 (centres undefined) | -16% | 9% | -2% | -2% | -3% | 2% | 2% | -11%
C#CCCOC(=O)N1C2=NC(C(=O)OC)=C(C(=O)OC)[C@@H]3N(CC=C)c4ccccc4[C@]23C[C@H]1C(=O)OC | . | 4%[14.2 µM] | -4%[11.5 µM] | 1%[11.2 µM] | 8%[17.4 µM] | 7%[11.2 µM] | . | -1%
CCOC(=O)c1nn(-c2cccc(OC)c2)c(-c2ccccc2)c1C(=O)c1ccccc1 | -8% | -2% | -5% | -6% | -4% | 2% | 4% | -4%
CCOC(=O)C1=C(c2ccccc2)NC(N)=NC1c1ccc(OCc2ccc(C(=O)OC)cc2)cc1 (centres undefined) | . | -157% | -17% | -3% | -16% | 3% | -29% | -7%
O=S(=O)(c1ccc2nc(COc3ccc(Cl)cc3Cl)[nH]c2c1)N1CCOCC1 | ? | 11% | -1% | -1% | 6% | 2% | -8% | -13%
O=C(/C=C/Sc1ccccc1)c1ccccc1 | -6% | -8% | -1% | 1% | -4% | -1% | . | 7%

# Ordered by molar mass (descending): part of the list above
Molecule | GAA inh | RGS12 GoLoco inh | RECQ1 helicase | TR SRC2 fluor cs | aGlu spleen mod | TRb-SRC2 inh | L3MBTL1 block | GAA glycogen mod
CCOc1ccccc1Nc1nc(-c2sc(NC(=O)c3ccco3)nc2C)cs1 | -6% | 22% | -1% | 2% | -7% | 10% | -1% | -14%
CNC(=O)c1ccccc1-c1cn(C)c2ccccc2c1=O | 3% | 10% | -8% | 3% | 7% | 2% | 30%[activator] | 5%
O=C(/C=C/Sc1ccccc1)c1ccccc1 | -6% | -8% | -1% | 1% | -4% | -1% | . | 7%
O=c1[nH]c2ccccc2[nH]c1=O | . | 4% | 0% | -1% | 6% | -4% | 10% | 5%

# Remaining list, next part
Molecule | GAA inh | RGS12 GoLoco inh | RECQ1 helicase | TR SRC2 fluor cs | aGlu spleen mod | TRb-SRC2 inh | L3MBTL1 block | GAA glycogen mod
Cc1nc2ccc(S(=O)(=O)NCC(=O)N3CCc4ccccc43)cc2s1 | 3% | 9% | 15% | 0% | -8% | 8% | 0% | 1%
NNC(=O)c1nc[nH]c1C(=O)Nc1ccccc1[N+](=O)[O-] | ? | 8% | -19% | -3% | -11% | 1% | ? | ?
O=C(Nc1cccc(Cl)c1Cl)C1CC(=O)N(c2ccc(Br)cc2)C1 (centres undefined) | -2% | 6% | -3% | 2% | 6% | -5% | -22% | 3%
O=C(CNS(=O)(=O)c1ccccc1)N1CCN(c2ccccc2)CC1 | -4% | 3% | -3% | 3% | 3% | 4% | . | 2%
Cc1nnc(NC(=O)CCN2C(=O)/C(=C\c3ccccc3)SC2=S)s1 | -4% | 8% | -6% | 2% | 1% | 0% | 2% | 0%
O=c1c(-c2ccccc2)c(O)nc(SCCN2CCOCC2)n1-c1ccccc1 | -2% | 12% | -3% | -2% | -1% | 4% | 1% | 10%
O=[N+]([O-])c1cccnc1N1CCC(c2cc(-c3ccc(Cl)cc3Cl)n[nH]2)CC1 | ? | -4% | -20% | -4% | -3% | -7% | . | -10%
COC(=O)c1sc(NC(=O)COc2ccccc2C)nc1C | -4% | 10% | -1% | -4% | . | -5% | 0% | 3%
N#Cc1c2n(c(=O)[nH]c1=O)CCCCC2 | -2% | 6% | -6% | 1% | -8% | 2% | 0% | 5%

# Source: PubChem

# Not all compounds are listed. The share of hits here may be higher or lower than overall.
